SIAE inh: human SIAE inhibition, primary screen. Q9HAT2. SIAE FP-Rh probe binding, fluorescence polarization. inhibition, % at 9.66 µM. hit rate 0.69% among 370,000;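 active = inhibition above a cutoff: mean of compounds within the control limits plus 3 SD of those, cut at about 17% in these data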;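 also: 0% = plate median of compound wells and 100% = probe without SIAE protein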
DDE Tn6 FP inh: disrupts Tn6 cyclic peptide binding to fibrin D-Dimer-E complex | Fibrin DD(E) TRITC-Tn6 fluorescence polarization displacement | inhibition, % at 8.3 µM | hit rate 0.21% among 370,000 | AID 720509;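 active = inhibition above a per-campaign cutoff: mean of compounds within control limits plus 3 SD, cut at about 15% in these data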;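 also: 0% = median of all compound wells on the plate and 100% = blocking peptide control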
LEDGF integ inh: blocks HIV-1 LEDGF/p75-dependent DNA integration; TR-FRET IN-LEDGF/p75 DNA integration, Eu/Cy5; inhibition, % at 3.7 µM; hit rate 0.64% among 370,000;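 active = inhibition above the screen-wide mean plus 3 SD, cut at about 13% in these data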;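 also: signal is the Cy5 over europium emission ratio at 671 and 618 nm; 0% = plate median of compound wells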
DDE Tn7 FP inh: inhibitors of Tn7 peptide binding to human fibrin DD(E); P02675; FP displacement of FITC-Tn7 peptide from fibrin DD(E); 0% = median of compound wells per plate; inhibition, % at 8.3 µM; hit rate 0.13% among 370,000;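 active = inhibition above the mean of compounds falling within the control limits plus 3 SD of them, cut at about 14% in these data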;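 also: 0% = plate median of compound wells and 100% = 10 µM Aha-Tn7 peptide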
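assay system = human clot-derived fibrin DD(E) complex | quantity = Fibrin-DD(E) at 2 µM final | timing = 10 min preincubation, 3 h with tracer, room temperature | signal = fluorescence polarization | measure = percent inhibition | benchmarks = high control wells with 10 µM unlabelled Aha-Tn7 peptide (full inhibition) | replicates = singlicate testing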
MBD2 DNA inh: inhibitors of human MBD2 binding to methylated oligonucleotide; Q9UBB5; TR-FRET; inhibition, % at 4.4 µM; hit rate 0.31% among 370,000; in the data active = inhibition above about 13%
Target sequence (Q9UBB5 whole entry, looked up): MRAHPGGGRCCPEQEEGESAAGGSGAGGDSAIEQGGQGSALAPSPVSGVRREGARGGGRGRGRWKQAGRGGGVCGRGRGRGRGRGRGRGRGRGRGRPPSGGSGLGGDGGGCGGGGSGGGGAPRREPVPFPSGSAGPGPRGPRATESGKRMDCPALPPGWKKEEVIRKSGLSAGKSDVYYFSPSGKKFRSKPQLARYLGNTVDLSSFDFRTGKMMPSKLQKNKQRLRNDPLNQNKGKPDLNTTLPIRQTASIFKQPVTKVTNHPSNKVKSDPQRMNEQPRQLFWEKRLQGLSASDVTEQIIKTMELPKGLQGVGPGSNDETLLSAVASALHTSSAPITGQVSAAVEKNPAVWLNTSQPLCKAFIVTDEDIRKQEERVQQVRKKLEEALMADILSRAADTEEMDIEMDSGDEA
TDP2 absorb: TDP2 (human) inhibition, absorbance primary screen; O95551; recombinant TDP2, T5PNP hydrolysis, p-nitrophenol absorbance 415 nm; inhibition, % at 12.8 µM; hit rate 0.34% among 370,000; AID 720702;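 active = inhibition above the mean of all tested compounds plus 3 SD, set per campaign, cut at about 25% in these data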;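 also: 0% = DMSO with enzyme and 100% = buffer with substrate but no TDP2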
Target sequence (O95551 whole entry, looked up): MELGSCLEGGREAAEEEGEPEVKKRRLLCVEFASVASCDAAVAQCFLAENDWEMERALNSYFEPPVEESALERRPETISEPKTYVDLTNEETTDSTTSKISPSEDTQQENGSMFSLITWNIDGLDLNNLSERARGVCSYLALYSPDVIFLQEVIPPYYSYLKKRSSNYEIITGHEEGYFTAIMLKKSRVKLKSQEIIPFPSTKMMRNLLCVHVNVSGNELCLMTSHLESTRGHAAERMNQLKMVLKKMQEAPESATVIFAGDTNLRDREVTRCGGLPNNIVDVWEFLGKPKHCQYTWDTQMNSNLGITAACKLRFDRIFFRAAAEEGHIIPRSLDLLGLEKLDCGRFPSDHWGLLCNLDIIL
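Read-out basis: percent inhibition. System: recombinant human TDP2. Buffer or medium: Mg2+-containing Tris-HCl buffer, pH 7.5. Repeats: single replicate. Timing: reaction 2 h, 37 °C. Benchmarks: high control without enzyme, low control DMSO plus TDP2. Probe or stimulus: 5 mM T5PNP. Doses: 12.8 µM only. Measured by: epi absorbance of p-nitrophenol freed from T5PNP by hydrolysis.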
UHRF1 MBD2 ctr: blocks human UHRF1 binding to methylated DNA; Q96T88; UHRF1 binding to methylated oligo, TR-FRET; inhibition, % at 4.4 µM; hit rate 0.75% among 370,000; AID 687016; in the data active = inhibition above about 21%;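 also: UHRF1 SRA domain binding a hemimethylated CpG hairpin DNA probe; 0% = median of test compound wells and 100% = reference inhibitor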
TCR-CD3 inh: blocks the human TCR-CD3 interaction. inhibition, % at 9.4 µM. hit rate 0.37% among 360,000. TAMRA-labeled TCR probe fluorescence, biochemical; in the data active = inhibition above about 19%;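 also: recombinant mutant TCR 2C K166C tagged with TAMRA read by polarization; 0% = receptor in buffer alone and 100% = receptor with positive control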
PRMT1 inh: blocks human protein arginine methyltransferase 1; Q99873; hit rate 1.3% among 370,000; inhibition, % at 2.79 µM; AID 652257; recombinant PRMT1, activity-based probe fluorescence polarization;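 active = inhibition above about 21% made by adding two undisclosed values, limit read from the data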
KLK7 zymogen act: proKLK7 (human) activation, primary screen | P49862 | purified proKLK7, EDANS-DABCYL substrate fluorescence; 100% is mature enzyme control, 0% vehicle | activation, % at 7 µM | hit rate 0.9% among 370,000;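 active = activation above the mean of all tested compounds plus 3 SD, computed per campaign excluding outliers beyond control limits, cut at about 13% in these data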
Target sequence (P49862 whole entry, looked up): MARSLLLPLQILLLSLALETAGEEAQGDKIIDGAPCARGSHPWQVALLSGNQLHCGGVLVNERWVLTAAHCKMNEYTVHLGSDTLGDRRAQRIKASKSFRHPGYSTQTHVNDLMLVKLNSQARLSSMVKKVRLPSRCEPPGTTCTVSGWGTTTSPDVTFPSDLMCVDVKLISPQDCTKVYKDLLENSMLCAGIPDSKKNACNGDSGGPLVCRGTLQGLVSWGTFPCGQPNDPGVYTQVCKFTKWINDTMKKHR
Starred values were filed as active, the others as inactive.

Results for O=C(Oc1cccc(N2C(=O)C3C4c5ccccc5C(c5ccccc54)C3C2=O)c1)c1ccco1 (configuration not stated) ?
SIAE inh: 11; DDE Tn6 FP inh: -1; LEDGF integ inh: 1; DDE Tn7 FP inh: 0; MBD2 DNA inh: 1; TDP2 absorb: 6; UHRF1 MBD2 ctr: 0; TCR-CD3 inh: 5; PRMT1 inh: -2; KLK7 zymogen act: -0.1

Results for CSc1ccc(CN2CCN(Cc3ccc([N+](=O)[O-])cc3)CC2)cc1 ?
SIAE inh: -4; DDE Tn6 FP inh: 0; LEDGF integ inh: -5; DDE Tn7 FP inh: -1; MBD2 DNA inh: 2; TDP2 absorb: 6; UHRF1 MBD2 ctr: 2; TCR-CD3 inh: -3; PRMT1 inh: 3; KLK7 zymogen act: 0.4

How did CC(=O)c1cc2c(cc1NC(=O)c1cc3nc(C(C)C)cc(C(F)(F)F)n3n1)OCO2 do in these assays?
SIAE inh: -7; DDE Tn6 FP inh: 6; LEDGF integ inh: -3; DDE Tn7 FP inh: 7; MBD2 DNA inh: 0; TDP2 absorb: -5; UHRF1 MBD2 ctr: -2; TCR-CD3 inh: 4; PRMT1 inh: -1; KLK7 zymogen act: 1.2

What do the screens show for `CCOC(=O)c1c(NC(=O)c2ccc(N3C(=O)[C@@H]4[C@H](C3=O)[C@H]3C=C[C@@H]4C3)cc2)sc2c1CC(C)CC2` (some centres not stated)?
SIAE inh: 4; DDE Tn6 FP inh: 2; LEDGF integ inh: 1; DDE Tn7 FP inh: -7; MBD2 DNA inh: -2; TDP2 absorb: 7; UHRF1 MBD2 ctr: 0; TCR-CD3 inh: 0; PRMT1 inh: -3; KLK7 zymogen act: 0.1

How did COc1cccc(NS(=O)(=O)c2ccc3c(c2)N(C(C)=O)CCS3)c1 do in these assays?
SIAE inh: -6; DDE Tn6 FP inh: -2; LEDGF integ inh: 3; DDE Tn7 FP inh: -2; MBD2 DNA inh: -2; TDP2 absorb: -12; UHRF1 MBD2 ctr: 0; TCR-CD3 inh: 5; PRMT1 inh: 0; KLK7 zymogen act: 0.1

Results for COC(=O)CCC(=O)NNC(=O)c1ccc(Br)cc1 ?
SIAE inh: 5; DDE Tn6 FP inh: 7; LEDGF integ inh: -1; DDE Tn7 FP inh: -6; MBD2 DNA inh: -4; TDP2 absorb: -4; UHRF1 MBD2 ctr: -1; TCR-CD3 inh: 7; PRMT1 inh: -3; KLK7 zymogen act: -0.1

Results for CC(=O)N(C1=C(Cl)C(=O)c2ccccc2C1=O)C1CCCCC1 ?
SIAE inh: 12; DDE Tn6 FP inh: 0; LEDGF integ inh: 11; DDE Tn7 FP inh: -9; MBD2 DNA inh: -10; TDP2 absorb: 57*; UHRF1 MBD2 ctr: -1; TCR-CD3 inh: 0; PRMT1 inh: 92*; KLK7 zymogen act: -1.2

How did Cc1cc([N+](=O)[O-])ccc1NC1CCCC1 do in these assays?
SIAE inh: 8; DDE Tn6 FP inh: 0; LEDGF integ inh: 0; DDE Tn7 FP inh: 5; MBD2 DNA inh: -2; TDP2 absorb: 1; UHRF1 MBD2 ctr: -2; TCR-CD3 inh: 1; PRMT1 inh: 1; KLK7 zymogen act: 0.3

What do the screens show for `CCOc1ccc(C(=O)C(C)OC(=O)Cn2[nH]c(=O)c3ccccc3c2=O)cc1` (configuration not stated)?
SIAE inh: 0; DDE Tn6 FP inh: -4; LEDGF integ inh: 1; DDE Tn7 FP inh: -3; MBD2 DNA inh: 0; TDP2 absorb: -7; UHRF1 MBD2 ctr: -1; TCR-CD3 inh: 5; PRMT1 inh: 0; KLK7 zymogen act: -0.1

Results for Nc1ccccc1C#Cc1cnccn1 ?
SIAE inh: 0; DDE Tn6 FP inh: 2; LEDGF integ inh: -1; DDE Tn7 FP inh: 7; MBD2 DNA inh: 7; TDP2 absorb: 2; UHRF1 MBD2 ctr: 10; TCR-CD3 inh: -4; PRMT1 inh: 0; KLK7 zymogen act: -0.2

Results for CC(=O)NC1=NN(C(C)=O)C(C)(CC(=O)OC(C)(C)C)S1 (configuration not stated) ?
SIAE inh: -5; DDE Tn6 FP inh: -7; LEDGF integ inh: 2; DDE Tn7 FP inh: -6; MBD2 DNA inh: 0; TDP2 absorb: 0; UHRF1 MBD2 ctr: 0; TCR-CD3 inh: 0; PRMT1 inh: -1; KLK7 zymogen act: 0.6

Results for Cc1ccc2[nH]c3c(=O)n(CCN4CCOCC4)cnc3c2c1 ?
SIAE inh: -3; DDE Tn6 FP inh: 3; LEDGF integ inh: 0; DDE Tn7 FP inh: -7; MBD2 DNA inh: -4; TDP2 absorb: -5; UHRF1 MBD2 ctr: 2; TCR-CD3 inh: 4; PRMT1 inh: -1; KLK7 zymogen act: 0.1

Results for CCCCN1C(=O)C(CC(=O)NC2CCCCC2)CC(C(=O)N2CCCCCC2)=C1C (configuration not stated) ?
SIAE inh: 0; DDE Tn6 FP inh: -3; LEDGF integ inh: -3; DDE Tn7 FP inh: -1; MBD2 DNA inh: -3; TDP2 absorb: 7; UHRF1 MBD2 ctr: 2; TCR-CD3 inh: -8; PRMT1 inh: 5; KLK7 zymogen act: 0.2

How did O=C(COc1ccccc1)N1CCN(S(=O)(=O)Cc2ccccc2)CC1 do in these assays?
SIAE inh: 3; DDE Tn6 FP inh: 1; LEDGF integ inh: 0; DDE Tn7 FP inh: 10; MBD2 DNA inh: 6; TDP2 absorb: 3; UHRF1 MBD2 ctr: 2; TCR-CD3 inh: -5; PRMT1 inh: -2; KLK7 zymogen act: -0.1

Results for CN(CC(=O)Nc1ccc(Cl)cc1)C1=NS(=O)(=O)c2ccccc21 ?
SIAE inh: 2; DDE Tn6 FP inh: -1; LEDGF integ inh: -1; DDE Tn7 FP inh: 1; MBD2 DNA inh: 1; TDP2 absorb: 9; UHRF1 MBD2 ctr: 0; TCR-CD3 inh: 4; PRMT1 inh: -3; KLK7 zymogen act: 0.7

How did CC(=O)c1cccc(NC(=O)Nc2cnn(Cc3ccc(Cl)cc3Cl)c2)c1 do in these assays?
SIAE inh: 14; DDE Tn6 FP inh: -6; LEDGF integ inh: 1; DDE Tn7 FP inh: -2; MBD2 DNA inh: 4; TDP2 absorb: -3; UHRF1 MBD2 ctr: -3; TCR-CD3 inh: 7; PRMT1 inh: 0; KLK7 zymogen act: 0.2

Results for CC(C)(C)c1ccc(C(=O)N2CCC2(C)C(=O)Nc2cnc3ccccc3c2)cc1 (configuration not stated) ?
SIAE inh: 3; DDE Tn6 FP inh: -4; LEDGF integ inh: -1; DDE Tn7 FP inh: 6; MBD2 DNA inh: 2; TDP2 absorb: 7; UHRF1 MBD2 ctr: -1; TCR-CD3 inh: 6; PRMT1 inh: 1; KLK7 zymogen act: 1.1

What do the screens show for `CCOc1ccc2nc(SCC(=O)NC3CCCc4ccccc43)sc2c1` (configuration not stated)?
SIAE inh: -1; DDE Tn6 FP inh: 2; LEDGF integ inh: -1; DDE Tn7 FP inh: 3; MBD2 DNA inh: 3; TDP2 absorb: -1; UHRF1 MBD2 ctr: 6; TCR-CD3 inh: 1; PRMT1 inh: 1; KLK7 zymogen act: 0.1

What do the screens show for `CC(=NNC(=O)c1ccncc1)c1ccc(O)cc1O`?
SIAE inh: -4; DDE Tn6 FP inh: 6; LEDGF integ inh: -8; DDE Tn7 FP inh: -5; MBD2 DNA inh: 2; TDP2 absorb: 6; UHRF1 MBD2 ctr: 0; TCR-CD3 inh: 0; PRMT1 inh: -9; KLK7 zymogen act: -0.6

What do the screens show for `COc1ccc(/C=N/NC(=O)CCn2c3ccccc3c3ccccc32)cc1OC`?
SIAE inh: -5; DDE Tn6 FP inh: 4; LEDGF integ inh: 2; DDE Tn7 FP inh: -12; MBD2 DNA inh: 2; TDP2 absorb: -4; UHRF1 MBD2 ctr: -1; TCR-CD3 inh: 6; PRMT1 inh: -1; KLK7 zymogen act: 0.7

An excerpt from further up:
Results for CN(CC(=O)Nc1ccc(Cl)cc1)C1=NS(=O)(=O)c2ccccc21 ?
SIAE inh: 2; DDE Tn6 FP inh: -1; LEDGF integ inh: -1; DDE Tn7 FP inh: 1; MBD2 DNA inh: 1; TDP2 absorb: 9; UHRF1 MBD2 ctr: 0; TCR-CD3 inh: 4; PRMT1 inh: -3; KLK7 zymogen act: 0.7

How did CC(=O)c1cccc(NC(=O)Nc2cnn(Cc3ccc(Cl)cc3Cl)c2)c1 do in these assays?
SIAE inh: 14; DDE Tn6 FP inh: -6; LEDGF integ inh: 1; DDE Tn7 FP inh: -2; MBD2 DNA inh: 4; TDP2 absorb: -3; UHRF1 MBD2 ctr: -3; TCR-CD3 inh: 7; PRMT1 inh: 0; KLK7 zymogen act: 0.2

Results for CC(C)(C)c1ccc(C(=O)N2CCC2(C)C(=O)Nc2cnc3ccccc3c2)cc1 (configuration not stated) ?
SIAE inh: 3; DDE Tn6 FP inh: -4; LEDGF integ inh: -1; DDE Tn7 FP inh: 6; MBD2 DNA inh: 2; TDP2 absorb: 7; UHRF1 MBD2 ctr: -1; TCR-CD3 inh: 6; PRMT1 inh: 1; KLK7 zymogen act: 1.1

(cont.)
How did Cc1ccc(C2=NN(S(=O)(=O)c3ccccc3)C(c3ccccc3O)C2)cc1 (configuration not stated) do in these assays?
SIAE inh: -36; DDE Tn6 FP inh: -7; LEDGF integ inh: 2; DDE Tn7 FP inh: -3; MBD2 DNA inh: 3; TDP2 absorb: 2; UHRF1 MBD2 ctr: -4; TCR-CD3 inh: -6; PRMT1 inh: -4; KLK7 zymogen act: 0.0

Results for Cn1c(N)c(C(=O)COC(=O)Cc2ccc(Cl)cc2Cl)c(=O)n(C)c1=O ?
SIAE inh: -4; DDE Tn6 FP inh: 1; LEDGF integ inh: -1; DDE Tn7 FP inh: -2; MBD2 DNA inh: -2; TDP2 absorb: -6; UHRF1 MBD2 ctr: 1; TCR-CD3 inh: -10; PRMT1 inh: 1; KLK7 zymogen act: -0.1

How did CC(C)NCC(=O)NC12CC3CC(CC(C3)C1)C2 do in these assays?
SIAE inh: 21*; DDE Tn6 FP inh: 7; LEDGF integ inh: 1; DDE Tn7 FP inh: -4; MBD2 DNA inh: 4; TDP2 absorb: 0; UHRF1 MBD2 ctr: -1; TCR-CD3 inh: -5; PRMT1 inh: -1; KLK7 zymogen act: -0.1

What do the screens show for `O=C(c1cc2ccccc2o1)N1CCN(c2cccc(Cl)c2)CC1`?
SIAE inh: 5; DDE Tn6 FP inh: 2; LEDGF integ inh: 0; DDE Tn7 FP inh: -6; MBD2 DNA inh: 1; TDP2 absorb: 4; UHRF1 MBD2 ctr: -1; TCR-CD3 inh: 7; PRMT1 inh: -1; KLK7 zymogen act: 0.5

Results for Cc1ccc2c(C)c(C(=O)Nc3nnc(C)s3)oc2c1 ?
SIAE inh: -5; DDE Tn6 FP inh: 5; LEDGF integ inh: 3; DDE Tn7 FP inh: 1; MBD2 DNA inh: 11; TDP2 absorb: -4; UHRF1 MBD2 ctr: 1; TCR-CD3 inh: -2; PRMT1 inh: 7; KLK7 zymogen act: 0.3

High-throughput results: PubChem BioAssay, The Scripps Research Institute Molecular Screening Center
